INS promoter inh: TRM-6 insulin promoter activity inhibition | TRM-6 cells (human fetal islet line), insulin promoter-eGFP reporter, imaging; reporter expression induced with tamoxifen | inhibition, % at 2 µM | AID 1273 | 0.9% of 130,000 active;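 active = inhibition above the mean plus 3 SD, with well images judged a real hit on visual review, cut at about 60% in these data, passing the limit was not always enough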
sdo1 growth: restores growth of sdo1-depleted yeast; S. cerevisiae sdo1-depleted JHY4D growth rescue, OD600 30 h; stronger effect = higher value; pdr5 snq2 efflux-pump mutant strain; z-score at 10 µM; 0.21% of 140,000 active;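 active = z-score above 3 at both the 24 hr and the 30 hr optical density reads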;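 note: z-score against mean and SD of all compound wells on the same plate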
sdo1 growth Rescue 24 h: recorded beside sdo1 growth, whose call it bears; z-score; S. cerevisiae sdo1-depleted JHY4D growth rescue, OD600; measured here: growth rescue at 24 h;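 0 is the plate mean of compound wells and units are plate SD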
Numbers without * were called inactive; . = no result given.

SMILES	INS promoter inh	sdo1 growth	sdo1 growth Rescue 24 h
COc1ccccc1C1C(C#N)=C(N)N(c2cccnc2)C2=C1C(=O)CC(C)(C)C2 (stereo not drawn)	50.0	-0.21	-0.03
CCOCCCNS(=O)(=O)c1cc(Br)cc2c1N(C(=O)C1CC1)CC2	-61.5	0.31	-0.07
COc1ccc(N2C(=O)C3CCCN3C2c2cccc(C)c2)cc1 (stereo not drawn)	.	-0.65	-1.22
COC(=O)c1ccc(/C=N\NC(=O)c2ccc(C)cc2Cl)cc1	25.0	0	-0.29
COC(=O)CN=Cc1c(C)[nH]n(-c2ccccc2)c1=O	-18.2	.	.
COc1ccc(C2C(C(=O)Nc3cccnc3)=C(C)Nc3nc(-c4cccs4)nn32)cc1 (stereo not drawn)	25.0	0.79	-0.1
CN1OC(COC(=O)c2ccccc2)CC1c1ccccc1 (stereo not drawn)	8.7	-0.92	-0.42
CCOC(=O)c1cc(C)sc1N1C(=O)C2C3C=CC(C3)C2C1=O (stereo not drawn)	48.3	1.75	1.81
Cc1cccc(CN2C(=O)CCSc3ccc(Cl)cc32)c1	-77.4	-0.78	-0.45
COc1ccc(/C(O)=C/C(=O)C(=O)NNC(=O)C(O)(c2ccccc2)c2ccccc2)cc1	50.0	0.5	0.18
O=C(CCc1ccccc1)NNC(=O)c1ccc(NC(=O)c2ccccc2)cc1	35.1	2.04	1.62
Oc1ccc(CNCC2COc3ccccc3O2)cc1 (stereo not drawn)	50.0	-0.07	-0.88
O=C(Cc1ccccc1)NCCSC1CCCCC1	-11.8	.	.
CN(C)c1nc(OCCNC(=O)COc2ccc(Cl)cc2Cl)nc(N(C)C)n1	5.6	-0.88	-0.15
O=C(CC(=O)N/N=C\c1cccc(Cl)c1Cl)NCc1ccccc1	-11.1	0.25	1.28
CCCC(=O)N1CCN(c2ccc([N+](=O)[O-])c(NC(C)c3ccccc3)c2)CC1 (stereo not drawn)	11.1	0.2	0.32
COc1cccc(-c2cc(C(=O)N3CCc4ccccc4C3)no2)c1	-12.0	-0.66	-0.44
CC(=O)Nc1sc(C)c(C)c1C(=O)OCC(=O)N(CC(C)C)C1CCS(=O)(=O)C1 (stereo not drawn)	26.7	-0.53	-0.6
COc1ccc(-c2ccc(=O)n(CC(=O)Nc3ccc4c(c3)OCCO4)n2)cc1	61.5	.	.
CC(C)(C)NC(=O)/C(=C/c1ccccc1F)NC(=O)c1ccc([N+](=O)[O-])cc1	0.0	.	.
COc1ccc(C(=O)Nc2cc(Cl)ccc2Cl)c(OC)n1	-10.7	0.06	0.23
CN1CC[n+]2cnc3ccccc3c21	55.6	1.45	1.74
O=C1NCC(O)=C1C=NCCO	-17.9	1.02	0.66
COC(=O)Cn1c(CN2CCOCC2)nc2c1c(=O)[nH]c(=O)n2C	.	1.17	0.36
COc1ccc(S(=O)(=O)N2CCN(c3cc(-c4ccccc4)nc4ncnn34)CC2)cc1	-54.5	-0.18	-0.12
OC(CN1CCCCC1)Cn1c(C(F)(F)F)nc2ccccc21 (stereo not drawn)	18.5	0.22	-0.06
NS(=O)(=O)c1ccc(N/N=C2/CCCCC2C2CCCCC2)c([N+](=O)[O-])c1 (stereo not drawn)	3.1	-1.47	-0.94
O=C(NCCSCc1ccccc1)c1ccc(Cl)c(S(=O)(=O)N2CCOCC2)c1	-18.8	-0.55	-0.65
Cc1ccc(CNC(=O)CCCNC(=O)c2ccc(Cl)cc2)n1C	27.3	-0.44	-1.32
Cc1cc(C)n(CC(O)COc2ccccc2[N+](=O)[O-])n1 (stereo not drawn)	.	0.95	0.3
COc1ccccc1NC(c1cccnc1)c1ccc2cccnc2c1O (stereo not drawn)	.	0.08	-0.45
Cc1cccc(OCC(=O)Nc2nnn(C)n2)c1C	16.7	-0.72	-1.33
COc1ccc([N+](=O)[O-])cc1NC(=S)NC(NC(=O)Cc1ccc(OC)c(OC)c1)C(Cl)(Cl)Cl (stereo not drawn)	.	-1.58	-0.24
C=CCn1c(SCC(=O)c2c(N)n(CCC)c(=O)n(C)c2=O)nc2sc(CC)cc2c1=O	-42.9	0.16	2.07
COC(=O)c1ccc(COC(=O)c2ccc(CO)cc2)o1	10.8	0.48	0.32
Cc1cccc(C)c1NC(=O)COC(=O)C1Cc2ccccc2CN1C(=O)c1ccccc1 (stereo not drawn)	-20.0	-0.15	0.04
COc1cccc(/C=N/NC(=O)c2[nH]c(C)c(C(=O)N/N=C/c3cccc(OC)c3)c2C)c1	.	0.74	-0.18
O=C(C1COc2ccccc2O1)N1CCN(c2ccc(F)cc2)CC1 (stereo not drawn)	-9.1	-1.27	-0.27
S=C1N(c2ccccc2)C(c2cccc3ccccc23)N2CCCN12 (stereo not drawn)	13.3	-1.53	-1.56
Cc1cccc(-c2nnc(SCC#N)n2C)c1	15.8	.	.
CN(C)c1nnnn1Cc1ccc(Cl)cc1Cl	-7.7	.	.
COC(=O)Cn1c(CCS(=O)(=O)c2ccc(C)c(C)c2)nc2ccccc21	.	-0.08	-0.32
O=c1nc(N/N=C/c2ccco2)cn[nH]1	0.0	.	.
CCn1c(-c2nn(C)cc2Cl)n[nH]c1=S	26.7	-0.46	-0.86
CN(C)CCCNC(NC(=O)c1cccs1)C(Cl)(Cl)Cl (stereo not drawn)	.	0.58	-0.15
COc1ccc(CN2CCCCC2C)cc1C (stereo not drawn)	0.0	0.34	0.34
O=C1c2ccccc2OC2(C=Cc3ccccc3O2)N1Cc1ccccc1 (stereo not drawn)	.	-0.81	-0.12
CCc1ccc2c(c1)C1(C(=O)N2)N2CCCC2C(C(=O)c2ccc3ccccc3c2)C12C(=O)Nc1ccccc12 (stereo not drawn)	-9.7	-0.01	-1.02
CC(C)(C)C(=O)Nc1ccccc1C(=O)OCC(=O)c1ccc2c(c1)OCCO2	.	-0.27	-0.64
C=CCn1c(SCC(=O)Nc2c(C)n(C)n(-c3ccccc3)c2=O)nc2sc(C)c(-c3ccccc3)c2c1=O	-54.3	0.37	-0.35

Other records
SMILES	INS promoter inh	sdo1 growth	sdo1 growth Rescue 24 h
Oc1ccc(N=Cc2cc(Br)c(N3CCOCC3)o2)cc1	32.5	-1.36	-1.37
O=C(CCCc1nc2ccccc2s1)NCc1cccnc1	-75.0	.	.
COc1ccc(C(=O)OCn2nnc3ccccc3c2=O)cc1OC	27.8	-0.37	-0.72
O=c1[nH]c2sc3c(c2c2nncn12)CCCC3	.	1.53	2.52
CCOC(=O)N1CCC(NC(=O)c2ccc3c(c2)sc2nc(-c4ccccc4)cn23)CC1	.	-1.11	-0.55
Brc1ccc(-c2csc(NNC3=NCCCCC3)n2)cc1	-7.7	1.14	1.84
CCCOc1ccc2c(CC)cc(=O)oc2c1C	-6.7	-0.55	-0.58
COc1ccc(S(=O)(=O)NC(C)C(=O)O)cc1 (stereo not drawn)	-2.9	0.43	0.51
COc1ccc(-c2nc3oc4cc(OC)ccc4c(=O)c3c(=O)n2Cc2ccco2)cc1	0.0	-2.43	-2.62
CCOC(=O)N1CCN(CCC(=O)c2ccc(OC)cc2)CC1	16.7	.	.
CCOC(=O)CSc1nc2ccccc2n1CC(=O)NC(C)(C)C	-7.1	1.14	2.85
CN(C)CCNc1oc(COc2cccc(Cl)c2)nc1C#N	.	0.32	0.66
C#CCNC(=O)c1cc2sccc2n1C	-18.2	.	.
N#Cc1ccc(COC(=O)CSc2nnc(C3CCCCC3)n2N)cc1	.	-0.81	-1.09
O=C(O)c1cc2c(s1)CCCC2	-41.0	0.23	0.37
Cc1cc(=O)n2[nH]c(SCc3ccccc3)nc2n1	-27.8	0.41	-0.98
COc1cnc(-c2ccccn2)nc1Oc1cccc(Cl)c1	.	-1.38	0.01
Cc1ccc(NC(=O)C(C)c2ccc([N+](=O)[O-])cc2)cc1Cl (stereo not drawn)	.	-2.04	-1.56
COc1ccccc1/C=C/C(=O)OC(C)CN1CCOCC1 (stereo not drawn)	-14.3	0.67	0.6
Cc1ccc(C(=O)OCC(=O)NCCN2C(=O)CSC2=O)cc1	40.0	1.84	0.95

Grouped by structure, the entries above containing a thiophene ring, fused or not
SMILES	INS promoter inh	sdo1 growth	sdo1 growth Rescue 24 h
COc1ccc(C2C(C(=O)Nc3cccnc3)=C(C)Nc3nc(-c4cccs4)nn32)cc1 (stereo not drawn)	25.0	0.79	-0.1
CCOC(=O)c1cc(C)sc1N1C(=O)C2C3C=CC(C3)C2C1=O (stereo not drawn)	48.3	1.75	1.81
CC(=O)Nc1sc(C)c(C)c1C(=O)OCC(=O)N(CC(C)C)C1CCS(=O)(=O)C1 (stereo not drawn)	26.7	-0.53	-0.6
C=CCn1c(SCC(=O)c2c(N)n(CCC)c(=O)n(C)c2=O)nc2sc(CC)cc2c1=O	-42.9	0.16	2.07
CN(C)CCCNC(NC(=O)c1cccs1)C(Cl)(Cl)Cl (stereo not drawn)	.	0.58	-0.15
C=CCn1c(SCC(=O)Nc2c(C)n(C)n(-c3ccccc3)c2=O)nc2sc(C)c(-c3ccccc3)c2c1=O	-54.3	0.37	-0.35
O=c1[nH]c2sc3c(c2c2nncn12)CCCC3	.	1.53	2.52
C#CCNC(=O)c1cc2sccc2n1C	-18.2	.	.
O=C(O)c1cc2c(s1)CCCC2	-41.0	0.23	0.37

The results go on:
SMILES	INS promoter inh	sdo1 growth	sdo1 growth Rescue 24 h
O=C(c1cc(S(=O)(=O)Nc2ccccc2F)c(Cl)cc1Cl)N1CCN(CCO)CC1	25.0	.	.
CC(C)N(CCNC(=O)c1oc(=O)c2ccccc2c1-c1ccccc1)Cc1ccco1	-28.6	.	.
CCn1c(CNC(=O)COc2ccc(C(C)C)cc2)nnc1SCC(=O)NC1CCCCC1C (stereo not drawn)	6.2	0.6	0.79
O=C(COc1ccccc1)N1CCN(c2nnc(-c3ccccc3)c3ccccc23)CC1	9.1	-0.23	-0.59
COc1ccccc1C(=O)NCC(=O)N/N=C/c1cc(Br)ccc1OCc1ccccc1	25.0	-0.25	1.06
CCN(CC)S(=O)(=O)c1cccc(C(=O)Nc2cccnc2)c1	-11.1	0.51	-0.42
O=C(Nc1ccc(NC(=O)C2CC2)nc1)c1cccc(F)c1	-7.1	0.06	-0.3
COc1ccc(NS(=O)(=O)c2cccc(NC(=O)CCC(=O)c3ccc(Cl)cc3)c2)cc1	.	0.74	0.72
O=C(C1CC1)N1CCc2cc(S(=O)(=O)N(CCO)Cc3ccccc3)ccc21	56.2	-0.34	-0.59
COc1ccc(CCNC(=O)CSc2nc3[nH]ncc3c(=O)n2-c2ccc(C)c(Cl)c2)cc1OC	-50.0	.	.
Cc1ccc(C)c(N(CC(=O)NN=C2CCN(C)CC2)S(=O)(=O)c2ccccc2)c1	8.3	0.52	0.75
O=Cc1ccc(-c2ccc(F)cc2)o1	13.3	.	.
N=c1sccn1CC(=O)Nc1ccc2c(c1)CCC2	.	-0.1	-0.58
CCNc1nc(NC(C)C)nc(N(C#N)CCOc2ccc(Cl)cc2Cl)n1	63.6	-1.52	-0.55
O=C(c1ccccc1)c1ccccc1N/C=C/c1nnnn1-c1ccccc1	-12.0	0.12	0.52
CC(=O)n1cc(C2C(=O)CC(C)(C)CC2=O)c2ccccc21	8.3	1.35	1.63
NC1=NS(=O)(=O)NC1c1cccc(F)c1 (stereo not drawn)	40.0	.	.
COc1ccc(/C=N/OCC(=O)N2CC3(C)CC2CC(C)(C)C3)cc1 (stereo not drawn)	-13.3	-2.04	-1.38
CCOC(=O)c1ccc(NS(=O)(=O)c2ccc(SC)cc2)cc1	-38.5	-1.6	-0.92
COc1ccc(-c2ccc(-c3nnn(CC(C)=O)n3)cc2)cc1	-35.1	0.06	0.97

Brought forward from above: five compounds, then new ones.
SMILES	INS promoter inh	sdo1 growth	sdo1 growth Rescue 24 h
CC(=O)n1cc(C2C(=O)CC(C)(C)CC2=O)c2ccccc21	8.3	1.35	1.63
NC1=NS(=O)(=O)NC1c1cccc(F)c1 (stereo not drawn)	40.0	.	.
COc1ccc(/C=N/OCC(=O)N2CC3(C)CC2CC(C)(C)C3)cc1 (stereo not drawn)	-13.3	-2.04	-1.38
CCOC(=O)c1ccc(NS(=O)(=O)c2ccc(SC)cc2)cc1	-38.5	-1.6	-0.92
COc1ccc(-c2ccc(-c3nnn(CC(C)=O)n3)cc2)cc1	-35.1	0.06	0.97
CC(=O)Nc1ccc(S(=O)(=O)NCC2CCC(C(=O)NCCC3=CCCCC3)CC2)cc1 (stereo not drawn)	-45.8	0.65	1.13
CCCc1cc(C(=O)Cc2ccc(F)cc2)c(O)cc1O	-268.8	-3.22	-2.1
CS(=O)(=O)N(Cc1ccccc1)c1ccc(C(=O)Nc2ccc3c(c2)OCO3)cc1	0.0	-0.35	-0.4
COc1cc(OC)c(-c2nnc3n(CCc4ccccc4)c(=O)c4ccccc4n23)cc1OC	16.1	-0.28	-0.26
CCC(C(=O)N1CCc2cc(OC)c(OC)cc2C1)c1ccccc1 (stereo not drawn)	28.9	-0.54	-0.43
O=C(CCCN1C(=O)/C(=C/c2ccccc2Cl)SC1=S)NNC(=O)c1ccccc1Cl	.	-1.37	0.24
Cc1ccc2cc(CN(C(=O)c3ccco3)c3ccccc3)c(=O)[nH]c2c1	.	-1.48	-0.92
Cc1cc(C)c(NC(=O)C(C)OC(=O)c2cc(Br)c(Br)s2)c(C)c1 (stereo not drawn)	-22.2	-1.79	-1.01
O=C(COC(=O)CCc1c[nH]c2ccccc12)NC(c1ccccc1)c1ccccc1	14.8	-0.78	-0.7
Cc1ccc(-c2nn3c(C)nnc3s2)cc1NC(=O)c1ccc(-c2ccc(Cl)cc2Cl)o1	.	-0.82	0.93
COc1ccc(NC2=Nc3cccc4cccc2c34)cc1	41.4	-0.36	-0.42
CN1CCN(Cc2c(O)c(Cl)cc3c(-c4ccccc4)cc(=O)oc23)CC1	.	-0.65	-1.17
CCn1cc(/C=C/C(=O)Nc2ccn(Cc3c(F)c(F)c(F)c(F)c3F)n2)cn1	0.0	0.85	0.63
Cc1ccc2nc(-c3ccc(NS(=O)(=O)c4ccccc4)cc3)sc2c1	-46.7	0.16	1.89
O=C(Cn1c(-c2ccccc2)noc1=O)N1CCC(Cc2ccccc2)CC1	-30.0	.	.

Screening data (PubChem)
